HCV NS3 hel inh: HCV NS3 helicase inhibition; NS3 helicase DNA unwinding, Cy5 molecular beacon fluorescence; inhibition, % at 10.9 µM; hit rate 0.56% among 290,000;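 active = inhibition above the mean of all tested compounds plus 3 SD, set per campaign, cut at about 35% in these data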;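 note: 0% = DMSO wells and 100% = thioflavine S control wells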
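Material: hepatitis C virus NS3 helicase domain fragment enzyme; measured by: Cy5 fluorescence, 0 and 60 min reads; control set: DMSO and thioflavine S; incubation: 60 min unwinding reaction at 25 °C after ATP addition; read-out basis: % inhibition from 60/0 min fluorescence ratio, DMSO 0%, thioflavine S 100%; repeats: singlicate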
PHOSPHO1 block: inhibitors of human PHOSPHO1 phosphatase | Q8TCT1 | recombinant PHOSPHO1, absorbance phosphatase assay | inhibition, % at 13.3 µM | hit rate 1.1% among 290,000; in the data active = inhibition above about 60%
Target sequence (Q8TCT1 whole entry, looked up): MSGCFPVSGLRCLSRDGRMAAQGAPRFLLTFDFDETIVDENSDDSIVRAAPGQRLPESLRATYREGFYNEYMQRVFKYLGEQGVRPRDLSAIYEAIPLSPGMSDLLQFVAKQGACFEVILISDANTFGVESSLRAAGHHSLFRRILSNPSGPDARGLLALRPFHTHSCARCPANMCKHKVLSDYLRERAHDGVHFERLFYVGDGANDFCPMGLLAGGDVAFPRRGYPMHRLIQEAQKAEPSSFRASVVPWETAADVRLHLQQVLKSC
OXTR ag: activates the human oxytocin receptor | P30559 | CHO-OTR cells, Fluo-8 calcium fluorescence; normalized: DMSO 0%, oxytocin 100% | activation, % at 3 µM | hit rate 0.32% among 320,000;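 active = activation above the mean of all tested compounds plus 3 SD, cutoff set per screening run, cut at about 20% in these data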;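 note: peak over basal fluorescence ratio from a 100 s FLIPR kinetic read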
FID counter: counter-screen for HCV NS3 helicase inhibitors: DNA intercalator displacement; DNA fluorescent intercalator displacement, fluorescence; inhibition, % at 7.9 µM; hit rate 0.17% among 290,000; AID 1845; in the data active = inhibition above about 37%;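 note: 0% = vehicle and 100% = reference compound; higher means more ethidium bromide displaced from hairpin DNA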
V1R ag counter: V1a receptor agonism, counter-screen for OXTR agonists. activation, % at 3 µM. hit rate 0.25% among 320,000. P37288. AID 2797. CHO-V1R cells, Fluo-8 calcium fluorescence, agonist mode; 0% DMSO, 100% 3 nM vasopressin;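 active = activation above the mean activation of all tested compounds plus 3 SD, per screening run, cut at about 20% in these data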;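 note: signal is peak over basal fluorescence ratio across a 100 second FLIPR read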
Target sequence (P37288 whole entry, looked up): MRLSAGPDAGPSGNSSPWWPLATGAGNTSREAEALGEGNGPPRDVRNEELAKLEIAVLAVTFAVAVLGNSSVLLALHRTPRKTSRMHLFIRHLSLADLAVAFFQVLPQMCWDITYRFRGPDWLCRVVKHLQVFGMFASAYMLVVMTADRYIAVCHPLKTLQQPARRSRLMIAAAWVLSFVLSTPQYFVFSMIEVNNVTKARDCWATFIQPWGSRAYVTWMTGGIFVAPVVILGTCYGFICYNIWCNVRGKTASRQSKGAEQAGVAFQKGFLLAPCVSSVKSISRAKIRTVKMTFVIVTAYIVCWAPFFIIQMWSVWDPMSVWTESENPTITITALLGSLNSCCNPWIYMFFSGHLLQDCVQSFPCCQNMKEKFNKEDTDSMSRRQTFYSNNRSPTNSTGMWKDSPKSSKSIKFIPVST
GPR7 antag: human neuropeptides B/W receptor 1 antagonism; P48145; GPR7-expressing cells, fluorescence antagonist assay; inhibition, % at 4.4 µM; hit rate 1.1% among 290,000; in the data active = inhibition above about 16%, passing the limit was not always enough;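 note: cells stimulated with the agonist NPW; 0% = agonist with vehicle and 100% = vehicle without agonist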
Target sequence (P48145 whole entry, looked up): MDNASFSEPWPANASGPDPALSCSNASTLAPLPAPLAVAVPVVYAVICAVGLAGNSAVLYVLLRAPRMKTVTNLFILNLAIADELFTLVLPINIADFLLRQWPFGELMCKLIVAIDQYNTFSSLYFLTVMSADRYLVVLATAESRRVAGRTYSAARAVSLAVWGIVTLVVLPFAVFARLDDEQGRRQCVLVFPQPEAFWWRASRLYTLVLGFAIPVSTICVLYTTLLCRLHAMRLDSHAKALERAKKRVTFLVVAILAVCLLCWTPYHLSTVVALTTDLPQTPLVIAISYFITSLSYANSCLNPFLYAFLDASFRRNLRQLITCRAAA
VIM-2 inh: blocks Pseudomonas aeruginosa VIM-2 metallo-beta-lactamase. AID 1527. inhibition, % at 5.6 µM. hit rate 0.89% among 290,000. purified VIM-2, nitrocefin hydrolysis, epi-absorbance fluorescence;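 active = inhibition above the mean of all tested compounds plus 3 SD, cutoff set per screening run, cut at about 7.5% in these data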;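 note: red hydrolysis product quenches plate fluorescence so inhibitors raise well fluorescence; 0% = enzyme with DMSO and 100% = DMSO without enzyme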
GalR3 antagonist: human GalR3 antagonism; AID 651719; HEK293 GalR3-CNG cAMP membrane potential fluorescence; galR3 body fused to GalR1 C-terminus; inhibition, % at 3 µM; hit rate 0.44% among 360,000; O60755;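 active = inhibition above the screen-wide average plus 3 SD, cut at about 13% in these data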;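 note: forskolin and galanin both at EC90 stimulate the cells; cAMP rise reported by CNG channel membrane potential dye signal; 0% = forskolin plus galanin with DMSO and 100% = forskolin alone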
IMP-1 inh: inhibitors of Pseudomonas aeruginosa IMP-1 metallo-beta-lactamase; AID 1556; purified IMP-1, nitrocefin hydrolysis, epi-absorbance fluorescence; inhibition, % at 5.6 µM; hit rate 0.45% among 290,000;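 active = inhibition above the mean plus 3 SD of all compounds in the same screening run, cut at about 4.5% in these data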;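 note: 0% = IMP-1 with DMSO and 100% = DMSO wells lacking enzyme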
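System: purified IMP-1 / Input: IMP-1 dispensed at 0.2 nM / Medium: 50 mM HEPES pH 7.1, 50 µM ZnSO4, 0.05% Brij 35 / Timing: 15 min enzyme–compound preincubation, then 25 min nitrocefin reaction, 25 °C / Technique: plate fluorescence quenching by hydrolysis product, ex 480/em 530 nm / Repeats: singlicate testing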
Numbers without * were called inactive; · = no result given. Rows are unselected (roughly 4.3% active in at least one column).

SMILES | HCV NS3 hel inh | PHOSPHO1 block | OXTR ag | FID counter | V1R ag counter | GPR7 antag | VIM-2 inh | GalR3 antagonist | IMP-1 inh
CCOc1ccc(CNc2ccc(N3CCN(Cc4ccccc4)CC3)cc2)cc1 | -60.7 | -6.3 | 2.1 | 11.5 | 2.7 | -2.5 | -0.9 | -8.3 | -13.8
COCCNC(=O)CN1CCN(C(c2ccccc2)c2ccccc2)CC1 | -7.3 | 7.1 | 0.0 | -5.4 | 0.7 | -15.2 | -0.4 | -12.0 | -8.6
COCC(C)NC(=O)CSc1ncnc2sc(-c3ccccc3)cc12 (stereo unspecified) | -2.5 | 23.3 | -0.2 | -40.2 | -0.3 | -6.5 | -2.0 | 0.2 | -0.1
CN(C(=S)NC(=O)c1ccccc1Br)C1CCCCC1 | 0.8 | -31.6 | -1.9 | -9.3 | -0.6 | 0.5 | -2.8 | · | -3.3
CCN(CC)CCCNC(=O)Cn1cnc2sc(C)c(S(=O)(=O)N3CCC(C)CC3)c2c1=O | -6.3 | 23.9 | 0.7 | 8.1 | -0.1 | -8.8 | 0.5 | -7.4 | 0.0
Cn1cnc([N+](=O)[O-])c1Sc1ccc(C(C)(C)C)cc1 | -4.0 | 16.9 | 13.2 | -18.2 | 10.4 | 27.4* | -2.0 | -5.6 | -1.8
Fc1cccc(/C=N/n2c(C3CCCCC3)n[nH]c2=S)c1 | -2.9 | -104.2 | -2.7 | -31.2 | -0.6 | -5.8 | -4.4 | -10.7 | -4.7
O=C(NCc1ccc2c(c1)OCO2)c1ccc2c(=O)n(C3CCCC3)c(=O)[nH]c2c1 | -0.3 | 13.5 | 0.6 | -2.6 | 0.9 | 15.2 | -2.0 | -6.2 | -3.3
CCN(CC)CCOC(=O)c1ccc(N/C=C(/C#N)c2nc(-c3ccc(OC)cc3)cs2)cc1 | -29.7 | -1.4 | 2.8 | 6.0 | 0.1 | -14.0 | -2.4 | 0.6 | 0.5
O=C(NC1CCOc2ccccc21)c1ccc(=O)[nH]c1 (stereo unspecified) | -7.2 | 26.9 | 2.0 | -14.5 | 0.2 | -21.0 | 0.6 | -8.1 | -1.6
COCCCn1c(=O)/c(=C\c2cccc(OC)c2OC)s/c1=C(/C#N)C(=O)Nc1ccc(C(=O)O)cc1 | 21.3 | 26.8 | 2.4 | -11.4 | 2.1 | -4.0 | -1.8 | 10.4 | -2.6
CC(=O)C1=C(C)N(Cc2ccccc2)C(=O)N[C@H]1c1cccs1 | -0.8 | -6.3 | 0.1 | -8.5 | 0.6 | 0.8 | -2.8 | -4.3 | -4.9
N/C(=N\OC(=O)c1ccccc1Cl)c1ccccc1 | 1.8 | 31.5 | -2.1 | -1.9 | -0.7 | 1.5 | -0.8 | 2.5 | 1.1
COC(=O)c1cc(OC(=O)c2ccc(=O)[nH]c2)cc(C(=O)OC)c1 | 9.3 | 27.9 | 0.9 | -4.5 | 0.6 | -18.2 | 1.7 | -3.9 | -2.5
Cc1cc(C)n(-c2nc3c(c(=O)n(C)c(=O)n3C)n2CC(O)COc2ccccc2C)n1 (stereo unspecified) | -2.8 | · | · | -15.8 | · | -8.2 | -2.1 | · | -1.1
CCOc1ccc(CCNC(=O)CCc2nnc3ccc(N4CCOCC4)nn23)cc1OCC | 10.6 | 38.6 | 0.9 | -37.4 | 0.1 | 30.0* | -1.0 | 4.3 | 0.5
Cn1nc([N+](=O)[O-])nc1Oc1ccccc1C(=O)N1CCOCC1 | 2.1 | 20.0 | 1.2 | 0.5 | 1.1 | -10.2 | -2.8 | -0.4 | -3.7
Cc1cc2c(C)nc(N/N=C/c3ccccc3)nc2o1 | -1.6 | -34.5 | -1.9 | -4.9 | -1.2 | -2.5 | -3.0 | -1.4 | -5.3
CN(C)S(=O)(=O)N(CC(=O)Nc1ccccc1C(F)(F)F)c1ccccc1 | 7.2 | -15.6 | · | -13.0 | · | -16.4 | -2.3 | -2.7 | -4.4
CCOC(=O)CCCSc1nnc(CCCCCN2C(=O)c3cccc4cccc(c34)C2=O)o1 | -8.5 | -3.4 | 0.9 | -10.5 | 4.8 | -6.0 | -1.8 | 0.3 | -0.7
O=C(CCl)Nc1ccccc1Sc1ccc(Cl)cc1 | -11.2 | 34.9 | -2.4 | 1.8 | -1.1 | -8.5 | -2.5 | -4.0 | -4.0
O=c1[nH]c2ccccc2nc1C(Cl)c1ccccc1 (stereo unspecified) | 5.7 | 3.2 | 0.5 | 6.3 | 0.1 | -7.4 | -1.6 | · | -5.2
O=C(N/N=C/C=C/c1ccccc1)c1n[nH]c2c1CCC2 | -4.1 | 18.6 | -0.8 | -1.2 | 0.1 | 12.0 | -3.1 | -1.3 | -6.0
COc1ccc(Cl)cc1N(CC(=O)Nc1ccccc1C(=O)N1CCOCC1)S(C)(=O)=O | -3.0 | 28.7 | -1.4 | -10.1 | 4.3 | -10.0 | -1.5 | -2.6 | -4.7
CC(=NCc1ccco1)c1c(O)n(C2CCCCC2)c(=O)[nH]c1=O | 19.2 | 5.8 | -1.9 | -18.0 | -0.4 | -16.9 | -3.2 | -5.2 | -5.3
CC(C)(C)C1CCC(OC(=O)c2ccncc2)CC1 (stereo unspecified) | -2.6 | 22.0 | 0.8 | 0.1 | -0.1 | -16.1 | -0.9 | -1.5 | -5.2
COc1ccc(C(=O)NCc2nnc(SCC(=O)Nc3nc4ccc(C)cc4s3)o2)cc1OC | -2.0 | 5.6 | -0.2 | -35.0 | -0.3 | -0.3 | -2.9 | -0.4 | -1.2
CCOC(=O)C1=C(CC)Nc2ccccc2N=C1N | 3.3 | -19.6 | 0.5 | -3.2 | -0.1 | 2.2 | 0.3 | -5.9 | -1.8
O=C(CNC(=O)C1CCCCC1)OCc1cc(=O)oc2ccc3ccccc3c12 | 8.4 | -2.0 | -2.5 | -3.9 | -0.8 | -8.1 | -3.7 | -2.9 | -3.0
Cn1nc(C(=O)NCC2CCCO2)c2ccccc2c1=O (stereo unspecified) | 2.7 | -23.9 | -0.3 | -3.6 | 0.0 | -13.0 | -1.8 | -5.5 | -2.8
CCOc1ccc(C(=O)NC2CCN(CC(=O)NCc3ccccc3)CC2)cc1 | -3.8 | 30.7 | 0.4 | -3.6 | 0.0 | -4.9 | -1.0 | -7.3 | -2.0
Cc1c(N=C(N)/N=C(\N)Nc2ccccc2)c(=O)n(-c2ccccc2)n1C | 2.0 | -17.6 | -1.1 | -2.5 | 0.7 | 4.3 | -1.6 | -1.2 | -1.3
O=C(COC(=O)CNC(=O)c1ccccc1F)Nc1cccnc1Cl | 0.5 | 35.9 | -0.3 | 3.0 | -0.8 | 5.3 | 0.8 | -6.9 | 0.8
CC(=O)Nc1cccc(NC(=O)CSc2nnc(Cc3cccn3C)n2CCc2ccccc2)c1 | 15.8 | 32.7 | -0.7 | -30.9 | 0.4 | -2.0 | -6.2 | -4.4 | -1.9
CNC(=O)c1[nH]cnc1C(=O)N[C@@H](CC(C)C)C(=O)OC(C)(C)C | 1.5 | 13.5 | -2.5 | -22.0 | -0.7 | -13.5 | -3.2 | -2.2 | -2.8
Nn1c(SCC(=O)Nc2cccc(S(N)(=O)=O)c2)nnc1C1CC1 | -1.2 | 27.7 | 0.8 | 0.4 | 0.2 | 10.1 | 1.2 | -2.3 | -0.2
COc1cc(CN2CC(=O)N(c3ccccc3Cl)C2=S)cc(OC)c1OC | -5.7 | 17.5 | 6.9 | -34.2 | 11.2 | -15.1 | -2.0 | -9.0 | -3.9
COc1cccc(CNCC(=O)N2C(C)CCCC2C)c1 (stereo unspecified) | -6.4 | -2.2 | -0.6 | 14.4 | -0.7 | -12.5 | -2.0 | -5.9 | -3.7
COc1ccc(-n2c(C)c(C(C)=O)c(C(C)=O)c2C)cc1OC | 2.5 | -8.7 | 1.7 | -4.8 | 1.4 | 2.8 | -0.8 | -2.0 | -2.8
CC(=O)Nc1cccc(C(=O)N(CCc2ccccc2)Cc2ccccc2)c1 | 9.7 | 25.0 | · | -48.9 | · | 2.5 | -1.8 | -2.4 | -7.3

Overlap with the part before: 2 entries, then new ones.
SMILES | HCV NS3 hel inh | PHOSPHO1 block | OXTR ag | FID counter | V1R ag counter | GPR7 antag | VIM-2 inh | GalR3 antagonist | IMP-1 inh
COc1ccc(-n2c(C)c(C(C)=O)c(C(C)=O)c2C)cc1OC | 2.5 | -8.7 | 1.7 | -4.8 | 1.4 | 2.8 | -0.8 | -2.0 | -2.8
CC(=O)Nc1cccc(C(=O)N(CCc2ccccc2)Cc2ccccc2)c1 | 9.7 | 25.0 | · | -48.9 | · | 2.5 | -1.8 | -2.4 | -7.3
COc1ccc(S(=O)(=O)N2CCC(C(=O)Nc3ccccc3C)CC2)c2cccnc12 | -1.9 | 40.4 | -0.9 | -14.8 | -0.5 | -2.6 | -1.2 | -2.4 | -3.1
Cn1c(CNC(=O)CNC(=O)c2ccccc2F)cc(=O)n(C)c1=O | 0.0 | 7.9 | -0.4 | -4.1 | -0.6 | -5.9 | -2.0 | -0.4 | -3.5
O=S(=O)(NC1CC1)c1cccc(S(=O)(=O)N2CCCC2)c1 | 5.5 | -10.9 | 0.3 | -3.5 | 1.4 | -10.3 | -1.0 | -1.2 | -4.6
CC(C)(C)C(=O)N1CCN(C(=O)c2ccco2)CC1 | -2.0 | 16.0 | 0.6 | -3.5 | 1.1 | -11.4 | -2.4 | -6.5 | -2.2
CCn1cc(C(=O)OCc2cccc(Br)c2)c(=O)c2ccc(C)nc21 | 1.4 | 27.8 | -2.7 | -15.1 | -1.2 | -5.4 | -1.9 | -4.0 | -5.6
COc1ccc(NC(=O)[C@@H](NC(N)=O)C(C)C)cc1Cl | -5.4 | 0.6 | -0.9 | 7.1 | -0.9 | -4.8 | 0.9 | -1.1 | 3.0
Cn1c(CCNC(=O)c2ccccc2)nc2cc(NC(=O)C3CCCCC3)ccc21 | -4.7 | 18.2 | 0.0 | -7.9 | 2.7 | 5.6 | -2.9 | -5.2 | -2.5
CCOC(=O)N1CCN(S(=O)(=O)c2cc(Br)cc3c2N(C(=O)C2CC2)CC3)CC1 | -3.8 | 13.9 | -0.9 | -0.5 | 0.2 | 7.7 | -3.5 | -2.2 | -3.1
O=[N+]([O-])c1ccc(Cl)c(CN2CCC(O)CC2)c1 | 0.3 | 0.8 | -0.1 | -1.1 | -0.2 | -1.1 | -4.1 | -5.4 | -3.1
NNC(=O)Cn1c(-c2ccccc2)cc2ccccc21 | -4.8 | 23.9 | -0.9 | -10.7 | 1.6 | 9.8 | -1.4 | -3.7 | -2.9
CCCn1c(NC(=O)c2ccco2)nc2ccccc21 | -0.3 | -40.4 | -1.7 | -4.6 | -0.5 | -4.0 | -2.0 | -5.7 | -3.8
CN(C)c1nc(N(C)C)nc(N(C#N)CCOc2ccccc2)n1 | 1.5 | 14.6 | -1.4 | -2.4 | -0.6 | -13.9 | -2.1 | -2.4 | -0.8
Cc1cccc(C)c1N(CC(O)Cn1c2ccccc2c2ccccc21)S(C)(=O)=O (stereo unspecified) | -12.8 | -29.2 | 7.5 | -26.6 | 6.9 | 28.9* | -1.4 | -6.1 | -1.2
COC(=O)c1ccc(C(=O)OC)c(NC(=O)COC(=O)c2ccc(OC)c(OC)c2OC)c1 | -2.7 | 1.1 | -0.3 | 0.0 | 0.5 | -8.0 | -2.4 | -5.3 | -0.3

Screening data from PubChem.
